Pf Dd2 growth = inhibitors of Plasmodium falciparum Dd2 growth; P. falciparum Dd2 growth, SYBR Green, 72 h; Potency, µM (top dose mostly 28.9 µM), for inactives: top-dose activity, negative = inhibition, usual class: inhibitors; 120,000 tested, 4.3% active; active = well fitted inhibition curve with a large enough effect; inconclusive = small, poorly fitted or top-dose-only effect; inactive = no such curve, though single readings can be large or run the other way;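 note: plate controls were DMSO vehicle for no effect and reference drug for full effect; nearly all actives have a fitted effect of over 65% in size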
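Infected erythrocytes (Dd2, 0.3% parasitemia, 2.5% hematocrit final) are added to compound in RPMI-1640/Albumax II medium, grown 72 h at 37C in low oxygen, then lysed with saponin/Triton-X containing SYBR Green and read by fluorescence.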
Starred values were filed as active, the others as inactive; i = inactive; u = inconclusive; [ ] = another dose, or the depositor's remark. Potency is the fitted concentration of half-maximal effect.

SMILES	Pf Dd2 growth
CCn1cc(S(=O)(=O)N2C[C@@H](C(=O)NC)[C@H](c3nc(C)no3)C2)cn1	14%
Cc1ccc(S(=O)(=O)N[C@H]2CC(C)(C)[C@@H]3C[C@@](C)(O)CC[C@]23CCC(=O)NCCc2c[nH]c3ccccc23)cc1	-15%
CC1Cc2cc(-c3ccnc4ncnn34)ccc2O1 (stereo unspecified)	-15%
O=C(COC(=O)c1cc(-c2cccs2)nc2ccccc12)c1ccc(F)cc1	i
Cc1nc(CNC(=O)c2ccc3oc(-c4cccc(F)c4)nc3c2)cs1	-13%
CCc1nnc2c(NCc3cccc(OC)c3)nc3ccccc3n12	-2%
COc1cncc(Nc2cnc3ccc(-c4ccc(F)cc4)nn23)c1	u
COc1ccc2c(c1)C1(CCN(C(=O)Nc3ccc4c(c3)OCO4)C1)C(=O)N2 (stereo unspecified)	28%
O=C(Cn1c(=O)n2nc(-c3cccc(F)c3)nc2c2ccccc21)N1CCN(c2ccccc2F)CC1	29%
CN(C)S(=O)(=O)N1CC[C@@H]2C(=O)NCCCCCCN(Cc3ccncc3)[C@@H]2C1	-25%
O=C(c1ccc2cc[nH]c2c1)N1CCC(N2C(=O)C3(CCCCC3)C2c2ccncc2)CC1 (stereo unspecified)	7.1µM*
CC1CCN(S(=O)(=O)c2ccc3nc(NCc4ccccc4)ccc3c2)CC1	-19%
CCn1nc(C)c(CCC(=O)NC2CCCc3c2[nH]c2ccccc32)c1C (stereo unspecified)	-24%
Cn1cc(S(=O)(=O)c2ccccc2)c(=O)c2cc(F)c(N3CCCCCC3)cc21	8.9µM*
CCn1c(CN2CCCCC2)nc2cc(NC(=O)c3ccc([N+](=O)[O-])cc3)ccc21	u
CN(C)C(=O)N1CCCn2nc(CNC(=O)c3ccc4[nH]ccc4c3)cc2C1	19%
CCOc1ccc(CNC(=O)CCn2cccn2)cc1OC	7%
CCCc1nn2c(=O)cc(COC(=O)c3ccco3)nc2s1	33%[activator]
CN1[C@@H](CCC(=O)NCc2cccs2)CNC(=O)[C@@H]2[C@H]1CCN2Cc1cccc(OC(F)(F)F)c1	-8%
Cc1ccc(NC(=O)Cn2c(=O)c3ccccc3n3nncc23)cc1	32%[activator]

Random excerpt: 4 compounds from above
SMILES	Pf Dd2 growth
O=C(COC(=O)c1cc(-c2cccs2)nc2ccccc12)c1ccc(F)cc1	i
CCOc1ccc(CNC(=O)CCn2cccn2)cc1OC	7%
CC1Cc2cc(-c3ccnc4ncnn34)ccc2O1 (stereo unspecified)	-15%
O=C(c1ccc2cc[nH]c2c1)N1CCC(N2C(=O)C3(CCCCC3)C2c2ccncc2)CC1 (stereo unspecified)	7.1µM*

Single entries from the results shown:
Pf Dd2 growth, `CC1CCN(S(=O)(=O)c2ccc3nc(NCc4ccccc4)ccc3c2)CC1` = -19%
Pf Dd2 growth, `CN(C)C(=O)N1CCCn2nc(CNC(=O)c3ccc4[nH]ccc4c3)cc2C1` = 19%

(continued)
SMILES	Pf Dd2 growth
CCOC(=O)c1ccccc1NC(=O)Cn1c(=O)n(CCCC(=O)NCc2ccc3c(c2)OCO3)c(=O)c2ccccc21	4%
COc1ccccc1CC(=O)N1CCC(Cc2nc(-c3cnccn3)no2)CC1	-5%
COc1ccc(-c2nnc3ccc(N4CCN(c5ccccn5)CC4)nn23)nc1	13µM*
COc1ccc(CCNC(=O)CSc2nnc(-c3ccc(C)cc3)c(-c3ccc(C)cc3)n2)cc1OC	i
Cc1ccc(C)c(NC(=O)CSc2nc(-c3ccccc3Cl)nc3c2Cc2c(CO)cnc(C)c2O3)c1	9%
O=C(NCCCN1CCOCC1)C1CCN(C(=O)N2CC3CC(C2)[C@H]2CCCC(=O)N2C3)CC1 (stereo partly specified)	-15%
Cn1c([C@H]2CCN(Cc3cccc(C#N)c3)C2)nc2ccccc21	10µM*
CN(CCn1ccnc1)C(C(=O)O)c1cnn(Cc2ccccc2)c1 (stereo unspecified)	-6%
CC(C)CCN1CCC(N(C(=O)NCCc2ccccc2)C2CCOCC2)CC1	-21%
COc1ccc(OC)c(CNC(=O)C2(c3ccc(NC(C)=O)cc3)CCCCC2)c1	-24%
CN(CC(=O)O)c1ncc(CN2CCCC(c3cccc(C(=O)O)c3)C2)cn1 (stereo unspecified)	-10%
CCOc1ccccc1NC(=O)Cn1c(=O)n(Cc2ccco2)c(=O)c2sc3ccccc3c21	u
Cn1c(=O)n(C)c2cc(S(=O)(=O)Nc3ccccc3C(=O)O)ccc21	-4%
O=C(NCc1cccnc1)c1cc(-c2ccccc2F)cc2c1OCCN2Cc1cccnc1	u
O=C([C@@H]1CCCN1C1CCNCC1)N1CCN(Cc2cccnc2)CC1	-4%
CN(C)c1ccc(C(=O)N2CC[C@@H](CC(=O)O)[C@@H](CCN3CCCCC3)C2)cc1	i
Cc1cc(C(=O)N2CCCn3ccnc3C2c2cnn(C)c2)c(C)o1 (stereo unspecified)	-19%
Cc1cc2nc3n(c(=O)c2n1CC(=O)Nc1ccccc1F)CCCCC3	-24%
COc1ccccc1CNC(=O)CN1C(=O)CCc2cc(S(=O)(=O)N3CCOCC3)ccc21	54%[activator]
Cc1cccc(OC(=O)c2nc(SCc3ccccc3F)ncc2Cl)c1	0%
O=C1[C@@H]2C[C@@H](CN2C(=O)Cc2ccccc2)Oc2ccccc2N1CC1CC1	-22%[44.1 µM]
CN(CC1CC1)C1CCOc2ccccc21 (stereo unspecified)	u
Cc1noc([C@@H](C)NCc2cccc(Cl)c2)c1C(=O)O	17%[44.1 µM]
COCCN1CCC(N2CCN(S(=O)(=O)c3ccc(F)cc3F)CC2)C1=O (stereo unspecified)	21%
CCc1cccc(NC(=O)CN2C(=O)NC(c3ccc(C)cc3)C3=C2COC3=O)c1 (stereo unspecified)	-15%
O=C(C1CCC1)N1CCC(c2noc(-c3ccncc3)n2)C1 (stereo unspecified)	i[5.79 µM]
O=C1CCN(C(=O)C2COc3ccccc3O2)CCCOCCN1 (stereo unspecified)	i
O=C(CCCn1c2ccccc2c(=O)c2ccccc21)Nc1cccc(Cl)c1	u
CC(=O)N1CCC(C2CCN(S(=O)(=O)c3ccc(C)c(Cl)c3)C2)CC1 (stereo unspecified)	-21%
CN1C[C@H](NCc2nccn2C)CCC[C@@H](C(=O)NC2CC2)CC1=O	i
CCS(=O)(=O)c1ccc(C(=O)N2CCN(c3nc4c(OC)ccc(C)c4s3)CC2)cc1	-13%
CS(=O)(=O)N1CCC(CC(=O)N2CCOCC2)C1 (stereo unspecified)	-16%
CN1CCCN(S(=O)(=O)c2ccc(C(F)(F)F)cc2)c2ccccc21	u
CCn1nc(C)c(CCNC(=O)c2cccc(C3CCNC3)c2)c1C (stereo unspecified)	4%
COc1cccc(-c2nc(-c3nnn4c3COC(c3ccc(Cl)cc3)C4)no2)c1OC (stereo unspecified)	-17%
CN(C(=O)C1CCCN(c2ncnc3c2nc2n3CCCCC2)C1)c1ccccc1F (stereo unspecified)	u
CN(Cc1ccccc1C(F)(F)F)Cc1ccccc1C(F)(F)F	-4%
Oc1cccc(-c2cc(-c3ccncc3)c3cncn3c2)c1	u
Cc1ccc(NC(=O)C2(Cc3ccccc3)CCCCC(=O)N2)cc1 (stereo unspecified)	u
O=C(c1ccccc1)N1CCC(N2Cc3ccccc3C2=O)CC1	u
COc1ccc(CC(=O)N2CC(C(=O)NCCc3ccncc3)C3(CCOCC3)C2)cc1 (stereo unspecified)	-10%
Fc1ccc2c(c1)-c1c(cnc3cc(-c4ccc(Cl)cc4)nn13)CO2	35%[activator]
COCCNC(=O)[C@@H]1C[C@@H](c2ccc(F)cc2)N([S+](=O)([O-])c2ccccc2)C1	-17%[44.1 µM]
CN(C)CCNC(=O)c1cc2c(n1C)CCN(Cc1ccc(F)cc1)C2	u
COc1ccc(C2=NOC3(CCCN([S+](=O)([O-])c4cccc(OC)c4)C3)C2)cc1 (stereo unspecified)	-15%
Cc1cc(OCC(=O)Nc2ccc(-c3nc4cc(Cl)ccc4o3)cc2)cc(C)c1Cl	4%
O=C(NC1CCCCC1)O[C@@H]1CO[C@H]2[C@@H]1OC[C@@H]2n1nnnc1-c1ccc2c(c1)OCCO2	-23%
Cc1ccc(CN2C(=O)OC(c3cccc(NC(=O)c4ccc(F)cc4)c3)C2C(=O)NC2CC2)cc1 (stereo unspecified)	u
CC(C)(C)c1ccccc1NC(=O)c1cnn2c(C(F)F)cc(-c3ccccc3)nc12	-20%
O=C(C1CC=CC1)N1CCc2nn(Cc3ccccc3)c(=O)n2CC1	20%
CC(C)Cn1c(C2CC(=O)N(c3ccccc3Cl)C2)nc2ccccc21 (stereo unspecified)	i
CCOC(=O)c1c(C)oc2ncnc(Nc3cc(C)cc(C)c3)c12	5%
COCc1cccc(-c2n[nH]c3c2CC(=O)N(CC2CCOCC2)C3)c1	u
CCOC(=O)C1(Cc2ccccc2F)CCCN(C(=O)c2ccc3c(c2)OCCO3)C1 (stereo unspecified)	-23%
CCc1ccc(NC(=O)C2CCN(C(=O)c3ncn4c3COC(c3ccc(OC)cc3)C4)CC2)cc1 (stereo unspecified)	i
COCCCNc1ncnc2c1CN(c1cccnc1)C(=O)CN2C	21%[44.1 µM]
C=CCOC(=O)C1=C(C)N=C2SC=C(CC(=O)NC3CC3)N2C1c1cc(C)ccc1C (stereo unspecified)	u
O=C(Cn1c(SCC(=O)Nc2ccc(F)cc2)nc2ccccc21)NCc1ccc(Cl)cc1	i
O=C1COc2ccc(-c3cncnc3)nc2CN1CCOc1ccccc1	-15%[44.1 µM]
CCCSc1ncc(Cl)c(C(=O)Nc2ccc(S(=O)(=O)N3CCCC(C)C3)cc2)n1 (stereo unspecified)	u

Reprinted from the part before: three entries, followed by the next part.
SMILES	Pf Dd2 growth
O=C(Cn1c(SCC(=O)Nc2ccc(F)cc2)nc2ccccc21)NCc1ccc(Cl)cc1	i
O=C1COc2ccc(-c3cncnc3)nc2CN1CCOc1ccccc1	-15%[44.1 µM]
CCCSc1ncc(Cl)c(C(=O)Nc2ccc(S(=O)(=O)N3CCCC(C)C3)cc2)n1 (stereo unspecified)	u
CCc1ncc(-c2c(-c3ccccc3)ncn2CCCOc2cccnc2)cn1	u
CN(C)c1ccc(C(CNS(=O)(=O)c2cc(F)ccc2F)N2CCOCC2)cc1 (stereo unspecified)	-18%
CCN(CC)C(=O)c1sc2c(c1C)c(=O)n(-c1ccc(OC)cc1OC)c(=O)n2Cc1cc(C)ccc1C	u
Cc1noc(-c2cccc(OC3CN(C(=O)NCCc4ccccc4)C3)c2)n1	i[5.79 µM]
CCn1c(SCC(=O)Nc2cccc(Cl)c2)nnc1-c1nonc1NC(C)=O	-7%
CCN(C(=O)c1c(C)oc2ncnc(N3CCCCC3)c12)c1cc(C)ccc1C	u
C#CCNC(=O)C[C@@H]1c2nc(NC(=O)c3ccc(OC)cc3)sc2C[C@@H]2[C@](C)(CO)[C@H](O)CC[C@]21C	u
O=C(NCc1ccccc1F)c1ccc2c(c1)CN(Cc1ccc3c(c1)CCO3)CCO2	i
COc1ccc(Cn2c(=O)n(-c3ccccc3C)c(=O)c3c4c(sc32)CN(C(C)=O)CC4)cc1	u
O=C(C1CC2(CCNCC2)CN1)N(CCc1ccccc1)Cc1cccnc1 (stereo unspecified)	-1%
CCOC(=O)CCNC(=O)N1[C@@H]2CC[C@H]1CC(NC(=O)c1ccc(F)cc1)C2 (stereo partly specified)	11%
O=C(CN1CCN(Cc2ccccc2F)C1=O)NCc1ccccc1	-4%
CN1CCC2(CC1)Cc1ccccc1CN(C(=O)CN)C2	2%[44.1 µM]
O=C(Cn1c(=O)oc2cc(S(=O)(=O)NCc3ccccc3)ccc21)N(CCO)Cc1ccccc1	i
Cc1csc(Nc2ccc3c(n2)CN(Cc2ccc(F)cc2)C(=O)CO3)n1	u
CC(C)(C)CN1CCC2(Cc3ccccc3CNC2=O)C1 (stereo unspecified)	-25%[44.1 µM]
Cc1cccc(OCC2(CNCc3cnn(C)c3)C[C@@H](O)[C@@H](O)C2)n1 (stereo partly specified)	i
O=C1NC(=NC2CCCCC2)C2(CCCN(Cc3ccc(F)cc3)C2)N1c1cc(F)cc(F)c1 (stereo unspecified)	7.9µM*
Cc1cnc(CCNC(=O)C2CCCC2)n1C1CC1	i
COCCOC1CCOC2(CCN(C(=O)c3ccc(OC)nc3)CC2)C1 (stereo unspecified)	18%

Part of the list above, with bars between the fields.
SMILES | Pf Dd2 growth
O=C(CN1CCN(Cc2ccccc2F)C1=O)NCc1ccccc1 | -4%
CN1CCC2(CC1)Cc1ccccc1CN(C(=O)CN)C2 | 2%[44.1 µM]

Going on with the list:
SMILES	Pf Dd2 growth
CC(C)CN1C(=O)c2cccn2CC1C(=O)NCc1ccc(OC(C)C)cc1 (stereo unspecified)	-24%
COc1ccc(-c2nc3c(c(=O)[nH]2)CCN(C(=O)COc2ccc(F)c(F)c2)C3)cc1	1%
COc1ccc(OC)c(S(=O)(=O)NCCS(=O)(=O)N2CCN(c3ccccc3F)CC2)c1	18%
COC[C@@H]1CN(C(=O)c2ncccc2C)C[C@H]1C(N)=O	2%
Cc1ccc([C@@H]2CN(C(=O)c3c(-c4ccccc4)noc3C)C[C@H]2N(C)C)cc1	u
CCOc1ccc(-c2cc(C(=O)N3CCCC3c3nncn3C(C)C)[nH]n2)cc1 (stereo unspecified)	-12%
Cc1ncc2n1C(=O)N(C1CCN([S+](=O)([O-])c3cccc(C(F)(F)F)c3)CC1)C2	i
CC(=O)c1ccc(NC(=O)c2ncn(-c3ccccc3)n2)cc1	i
CCCOc1ccc(CN2CCc3nc(N(C)C)[nH]c(=O)c3CC2)cc1OC	-26%[5.79 µM]
CCOc1ccc(NC(=O)c2cccn(Cc3cccc(Cl)c3)c2=O)cc1	-23%
CC(C)c1ccc(NC(=O)Cc2ccc(NC(=O)N3CCCCc4ccccc43)cc2)cc1	35%[activator]

Source: PubChem BioAssay (National Center for Advancing Translational Sciences (NCATS))

This is a subset; count on the stated rates, not on these rows.
